Assay outcomes (PubChem BioAssay)
LYPLA2 inh – LYPLA2 inhibitors, primary screen, counter-screen for PME1 inhibitor project, biochemical, fluorescence polarization, FP-Rh probe ABPP; inhibition, % at 5.9 µM; 320,000 tested, 0.38% active; Acyl-protein thioesterase 2 (Homo sapiens), O95372; recombinant LYPLA2;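 active = inhibition above the screen-wide mean plus 3 SD, limit set per campaign, cut at about 26% in these data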;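 also: 0% = LYPLA2 with DMSO and 100% = wells lacking LYPLA2 enzyme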
pPAFAH inh – pPAFAH enzyme inhibitors, primary screen, biochemical, fluorescence polarization, human; inhibition, % at 3.39 µM; 330,000 tested, 1.5% active; recombinant pPAFAH, FP-rhodamine probe fluorescence polarization; Platelet-activating factor acetylhydrolase (Homo sapiens), Q13093;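 active = inhibition above the mean inhibition across the screen plus 3 SD, cut at about 25% in these data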;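 also: inhibitors block binding of the rhodamine activity-based probe so polarization drops; 0% = enzyme with DMSO and 100% = wells lacking pPAFAH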
PREPL inh – PREPL enzyme inhibitors, primary screen, biochemical, fluorescence polarization | recombinant PREPL, fluorescence polarization activity-based probe | inhibition, % at 5.96 µM | 320,000 tested, 0.68% active | AID 2751, 2010; in the data active = inhibition above about 43%;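 also: 0% = enzyme with DMSO and 100% = wells lacking enzyme; many of its hits are not listed in these tables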
PAFAH1B2 inh – PAFAH1B2 enzyme inhibitors, primary screen, biochemical, fluorescence polarization, human; inhibition, % at 3.39 µM; 340,000 tested, 1.2% active; Platelet-activating factor acetylhydrolase IB subunit alpha2 (Homo sapiens), P68402; recombinant PAFAH1B2, FP-rhodamine activity probe;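 active = inhibition above the mean of all tested compounds plus 3 SD, cut at about 24% in these data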;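 also: 0% = enzyme with DMSO and 100% = wells lacking PAFAH1B2; many of its hits are not listed in these tables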
GSTO1 inh – inhibitors of recombinant GSTO1, primary screen, counter-screen for RBBP9 inhibitor project, biochemical, fluorescence polarization. Glutathione S-transferase omega-1 (Homo sapiens), P78417. activity-based probe fluorescence polarization. inhibition, % at 5.96 µM. 300,000 tested, 1.1% active. AID 1974, 2009;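 active = inhibition above the campaign mean inhibition plus 3 SD, cut at about 35% in these data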;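 also: 0% = GSTO1-1 with DMSO and 100% = wells lacking GSTO1-1 enzyme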
PAFAH1B3 inh – PAFAH1B3 enzyme inhibitors, primary screen, biochemical, fluorescence polarization, human. AID 492972, 2010. recombinant PAFAH1B3, FP-rhodamine probe. Platelet-activating factor acetylhydrolase IB subunit alpha1 (Homo sapiens), Q15102. 340,000 tested, 0.28% active. inhibition, % at 3.39 µM;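 active = inhibition above the screen-wide average of all tested compounds plus 3 SD, cut at about 25% in these data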;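 also: 0% = enzyme with DMSO only and 100% = wells lacking PAFAH1B3 protein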
LYPLA1 inh – LYPLA1 inhibitors, primary screen, counter-screen for PME1 inhibitor project, biochemical, fluorescence polarization, FP-Rh probe ABPP | 320,000 tested, 0.16% active | inhibition, % at 5.9 µM | AID 2174, 2009 | recombinant LYPLA1;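 active = inhibition above the mean of all tested compounds plus 3 SD, set per campaign, cut at about 14% in these data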;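 also: inhibitors block serine hydrolase probe labeling of LYPLA1 so polarization falls; 0% = enzyme with DMSO and 100% = wells lacking LYPLA1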
Target sequence (O75608 whole entry, looked up): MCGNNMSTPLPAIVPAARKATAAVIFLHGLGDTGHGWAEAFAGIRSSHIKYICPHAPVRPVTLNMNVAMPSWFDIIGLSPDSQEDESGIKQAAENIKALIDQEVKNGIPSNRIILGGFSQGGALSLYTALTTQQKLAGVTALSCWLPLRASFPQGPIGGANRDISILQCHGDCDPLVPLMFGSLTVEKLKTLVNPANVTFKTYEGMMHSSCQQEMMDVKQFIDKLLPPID
PAD4 inh – human PAD4 inhibitors, primary screen, biochemical, fluorescence polarization, 1536-well format. inhibition, % at 6.36 µM. recombinant PAD4, RCA probe fluorescence polarization. 330,000 tested, 0.41% active. Protein-arginine deiminase type-4 (Homo sapiens), Q9UM07;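 active = percent inhibition above a cutoff equal to the mean of all tested compounds plus 3 SD, cut at about 15% in these data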;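 also: 0% = PAD4 with RCA probe and DMSO and 100% = probe without PAD4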
Target sequence (Q9UM07 whole entry, looked up): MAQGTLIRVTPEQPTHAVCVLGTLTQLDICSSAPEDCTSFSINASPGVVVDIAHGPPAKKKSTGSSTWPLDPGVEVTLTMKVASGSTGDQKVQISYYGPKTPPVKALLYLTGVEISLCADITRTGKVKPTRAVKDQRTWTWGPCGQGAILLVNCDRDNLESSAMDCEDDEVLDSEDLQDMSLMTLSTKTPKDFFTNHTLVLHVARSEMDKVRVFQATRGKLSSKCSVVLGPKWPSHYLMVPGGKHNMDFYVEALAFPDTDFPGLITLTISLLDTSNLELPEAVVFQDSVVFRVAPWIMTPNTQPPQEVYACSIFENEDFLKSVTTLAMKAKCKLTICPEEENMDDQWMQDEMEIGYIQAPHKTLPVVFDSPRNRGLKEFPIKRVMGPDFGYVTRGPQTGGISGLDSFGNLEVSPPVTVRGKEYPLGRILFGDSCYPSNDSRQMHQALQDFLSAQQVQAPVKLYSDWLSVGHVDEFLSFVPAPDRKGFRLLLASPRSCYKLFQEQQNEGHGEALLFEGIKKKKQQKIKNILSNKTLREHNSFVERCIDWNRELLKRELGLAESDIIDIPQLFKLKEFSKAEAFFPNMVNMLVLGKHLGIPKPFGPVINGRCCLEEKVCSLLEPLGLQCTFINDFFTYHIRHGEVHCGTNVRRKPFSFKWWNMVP
PAFAH2 FP inh – PAFAH2 enzyme inhibitors, primary screen, biochemical, fluorescence polarization, human | 340,000 tested, 0.99% active | recombinant PAFAH2, FP-rhodamine activity probe | Platelet-activating factor acetylhydrolase 2, cytoplasmic (Homo sapiens), Q99487 | inhibition, % at 3.39 µM;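 active = inhibition above the mean over all tested compounds plus 3 SD, cut at about 30% in these data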;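 also: inhibitors block probe labeling of enzyme so polarization drops; 0% = enzyme with DMSO and 100% = wells lacking PAFAH2 protein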
* = called active by the depositor; · = no result given. The list is partial, so the mix of outcomes need not match the whole.

SMILES	LYPLA2 inh	pPAFAH inh	PREPL inh	PAFAH1B2 inh	GSTO1 inh	PAFAH1B3 inh	LYPLA1 inh	PAD4 inh	PAFAH2 FP inh
CCOc1cc(N2CCOCC2)c(OCC)cc1NC(=O)C1CCCC1	-2	-4	15	5	2	-1	-1	-3	3
CS(=O)(=O)c1ccc(C(=O)NC2CCCCC2)cc1	6	5	4	8	0	-5	3	2	2
COC(=O)c1ccc(-c2ccc(OC)c([C@H]3[C@H]4C=CC[C@@H](C)[C@@H]4C(=O)N3Cc3ccccc3)c2)cc1	-3	-5	9	4	0	5	-2	-1	-8
CCS(=O)(=O)c1ccc2c(c1)NC(=O)C(CCO)O2 (stereo unspecified)	-1	3	19	-1	8	2	3	-2	4
COc1ccccc1CNC(=O)c1cccc(S(=O)(=O)N(C)c2ccccc2)c1	1	-3	10	1	·	2	0	-6	6
Cn1c(/C=C/c2ccc(Br)cc2)nc2ccccc2c1=O	-8	1	-2	-1	-4	0	-2	-1	-8
CCOCCn1c(COc2ccc(C)cc2)nc2ccccc21	-2	-4	2	5	-5	7	-1	-2	1
COC(=O)/C(=C/Nc1cccc2ccccc12)[N+](=O)[O-]	-1	12	10	0	9	12	2	-1	9
COc1ccc(-n2c(SCC#N)nnc2-c2ccc(NS(=O)(=O)c3ccc(C)cc3)cc2)cc1	4	26*	-11	4	1	6	-2	1	7
Cc1cccc2nc(C(=O)Nc3cccc(C(=O)NC4CC4)c3)cn12	-2	-2	-3	-2	·	6	0	0	5
CCCNC(=O)C1CCN(c2cc(-c3ccccc3)nc3ncnn23)CC1	3	2	7	9	6	6	3	-1	0
Cc1cnc(CN(C)C(=O)c2ccc3oc(Cc4ccc(Cl)cc4)nc3c2)[nH]1	1	3	-4	8	-3	9	1	-3	5
CS(=O)(=O)N1CCN(C2Cc3ccccc3C2)CC1	-3	3	-4	6	8	7	-2	2	12
Cc1cc(C)cc(NC(=O)Nc2ccc3c(c2)CCC3)c1	-3	8	2	0	-1	3	-3	2	3
CC1CC(C)CN(c2nc3c(c(=O)n(C)c(=O)n3C)n2CCSc2ncccn2)C1 (stereo unspecified)	4	-1	7	9	0	4	3	-1	-3
C=CCNC(=O)/C(=C\C=C\c1ccccc1)NC(=O)c1ccc(OCCCC)cc1	-5	4	-4	1	-8	-3	-6	2	-2
N#Cc1c(N)n(CCOC(=O)c2cccc([N+](=O)[O-])c2)c2nc3ccccc3nc12	-1	9	5	8	20	15	-1	1	6
CCOC(=O)/C(=C\c1ccc(OC(F)F)cc1)C1=Nn2c(nnc2-c2ccc(Cl)cc2)SC1	-22	-3	-5	-12	-33	-17	-13	-1	-14
O=C(Oc1ccc(/C=N/Nc2ccccc2)cc1)c1ccccc1	9	0	-3	-6	9	8	0	1	-17
Nc1ccc(-n2ccnc2)cc1	2	2	11	-1	1	3	-1	-9	-2
CCCn1c(CN(C)Cc2ccccc2)nc2c1c(=O)n(C)c(=O)n2C	-3	4	23	1	2	0	-1	0	-3
CCN(CC(=O)NC(=O)NCc1ccco1)Cc1ccccc1	3	8	-1	4	11	4	-3	-2	-2
CN1CCN(c2ccc([N+](=O)[O-])cc2/C=N/NC(=O)c2cccc([N+](=O)[O-])c2)CC1	0	7	12	·	6	·	6	-5	·
N#CCCN(Cc1ccccc1)C(=S)Nc1ccc(F)cc1	1	-1	0	·	9	·	2	-5	·
Nc1cc(=O)[nH]c(SCCSc2ccccc2F)n1	0	6	-9	13	-5	2	5	-1	10

Profiles as entered above. Order of values: LYPLA2 inh, pPAFAH inh, PREPL inh, PAFAH1B2 inh, GSTO1 inh, PAFAH1B3 inh, LYPLA1 inh, PAD4 inh, PAFAH2 FP inh
O=C(Oc1ccc(/C=N/Nc2ccccc2)cc1)c1ccccc1 across the screens: 9, 0, -3, -6, 9, 8, 0, 1, -17
Cc1cc(C)cc(NC(=O)Nc2ccc3c(c2)CCC3)c1 across the screens: -3, 8, 2, 0, -1, 3, -3, 2, 3

Five entries from above, with values under each structure.
Sequence of screens: LYPLA2 inh, pPAFAH inh, PREPL inh, PAFAH1B2 inh, GSTO1 inh, PAFAH1B3 inh, LYPLA1 inh, PAD4 inh, PAFAH2 FP inh
COC(=O)c1ccc(-c2ccc(OC)c([C@H]3[C@H]4C=CC[C@@H](C)[C@@H]4C(=O)N3Cc3ccccc3)c2)cc1
 : -3, -5, 9, 4, 0, 5, -2, -1, -8
COC(=O)/C(=C/Nc1cccc2ccccc12)[N+](=O)[O-]
 : -1, 12, 10, 0, 9, 12, 2, -1, 9
CCCn1c(CN(C)Cc2ccccc2)nc2c1c(=O)n(C)c(=O)n2C
 : -3, 4, 23, 1, 2, 0, -1, 0, -3
CCOc1cc(N2CCOCC2)c(OCC)cc1NC(=O)C1CCCC1
 : -2, -4, 15, 5, 2, -1, -1, -3, 3
CCS(=O)(=O)c1ccc2c(c1)NC(=O)C(CCO)O2 (stereo unspecified)
 : -1, 3, 19, -1, 8, 2, 3, -2, 4

(continued)
SMILES	LYPLA2 inh	pPAFAH inh	PREPL inh	PAFAH1B2 inh	GSTO1 inh	PAFAH1B3 inh	LYPLA1 inh	PAD4 inh	PAFAH2 FP inh
Cc1ccc(S(=O)(=O)N2CCOCC2)cc1NC(=O)Nc1ccc([N+](=O)[O-])cc1	·	-1	13	1	·	-1	·	-5	-5
COc1ccc(NCc2nnc(SCC(=O)Nc3ccccc3OC)o2)cc1	-1	-1	15	4	-6	-2	-4	2	1
NC(=O)C1CCN(CC(=O)Nc2ccccc2N2CCOCC2)CC1	5	6	9	-1	-4	6	2	1	6
COc1ccc(-n2c(Cc3cccn3C)nnc2SCC(=O)Nc2ccc3c(c2)OCCO3)cc1	-6	9	3	1	3	2	2	-2	4
CC(=O)Nc1cc(C)c2nc(NC(C)=O)sc2c1	3	-3	-2	1	-2	9	0	-2	-6
COc1cccc2cc(C(=O)OCC(=O)NC3CCCC(C)C3C)c(=O)oc12 (stereo unspecified)	·	4	3	5	·	10	·	-5	19
O=C(NC1CCCCC1)c1ccc2c(=O)n(CC3CCCO3)c(=O)[nH]c2c1 (stereo unspecified)	-3	-3	15	-1	-5	2	-1	-5	-2
COc1cc(C(=O)N2CCc3ccccc32)c([N+](=O)[O-])cc1OC	2	5	15	3	3	2	0	2	0
Nc1ccc(C(=O)c2cccs2)cc1[N+](=O)[O-]	0	0	1	-1	1	-4	-2	-4	5
Cc1ccc(S(=O)(=O)N2CCCCCC2)cc1C(=O)Nc1cccnc1	6	4	2	8	0	13	3	0	9
Cc1ccc(S(=O)(=O)NNc2nc3ccccc3nc2C(F)(F)F)cc1	0	9	-40	3	5	11	-1	-5	6
Cc1ccc(-c2nnn(CC(=O)N(Cc3ccco3)C(C(=O)NC(C)(C)C)c3cccs3)n2)o1 (stereo unspecified)	0	2	0	-2	-3	-2	-1	-1	-3
CC1CCCCC1NC(=O)COC(=O)c1ccc(S(=O)(=O)NCc2ccco2)cc1 (stereo unspecified)	-5	15	4	-2	-1	-4	0	0	7
O=C(CCC(=O)Nc1ccc(F)cc1)N/N=C/c1cccnc1	4	2	-8	0	8	0	2	3	5
COC(=O)c1ccccc1NC(=O)CCCCCn1nnc2ccccc2c1=O	3	-1	5	6	9	8	-3	-2	5
O=C(CNC(=O)c1ccccc1F)OC1CCOC1=O (stereo unspecified)	·	3	8	3	·	0	·	3	2
COC(=O)N/N=C/c1ccc(-c2cc(Cl)ccc2Cl)o1	1	5	-6	0	6	-3	2	-4	5
COc1ccc(S(=O)(=O)Nc2ccc3oc4ncccc4c(=O)c3c2)cc1OC	8	3	1	-3	-9	1	0	6	-4
CC(C)C(=O)Nc1sc2c(c1C#N)CCCCC2	4	1	-4	2	4	11	1	-5	7
O=c1[nH]c(CN2CCN(C/C=C/c3ccccc3)CC2)nc2cc(Cl)ccc12	32*	7	-39	0	-2	8	34*	0	6
COc1ccccc1NC(=O)Cn1c(=O)n(C)c(=O)c2sc3c(c21)COC(C)(C)C3	0	1	12	1	9	-1	1	-12	7
O=S(=O)(c1cccs1)N1CCc2ccccc21	3	5	-31	2	2	5	2	4	4
COc1ccc(CCNc2c(C)c(C)nc3ncnn23)cc1	5	-2	11	3	5	2	0	-2	-6
COc1ccc(C(=O)N2CC3(CC(c4cccc([N+](=O)[O-])c4)=NO3)C[C@H]2C(=O)NCC(N)=O)cc1 (stereo partly specified)	5	0	3	-1	1	1	-1	11	-2
Cc1ccc(NC(=O)C2=NNC(=O)CC2)cc1S(=O)(=O)Nc1ccc(SC(F)F)cc1	-2	11	4	2	·	0	-7	5	8

New compounds follow.
SMILES	LYPLA2 inh	pPAFAH inh	PREPL inh	PAFAH1B2 inh	GSTO1 inh	PAFAH1B3 inh	LYPLA1 inh	PAD4 inh	PAFAH2 FP inh
COC(=O)c1ccc(CNC(=O)COC(=O)C2CC3C=CC2C3)cc1 (stereo unspecified)	6	3	-2	2	2	9	7	-4	5
CSCCC(NC(=O)c1ccc(Cl)cc1)C(=O)OCC(C)=O (stereo unspecified)	4	-2	10	10	-17	15	6	2	-6
O=C1CCN(Cc2ccc(O)cc2)CCN1[C@H](CO)c1ccccc1	-2	1	14	-5	22	3	0	-1	-2
CCOC(=O)c1c(CN2CCN(c3ccccc3)CC2)oc2cc(Br)c(O)cc12	2	2	-11	3	3	1	-2	3	-1
CN(c1ccccc1)S(=O)(=O)c1cccc(NC(=O)C2CCCO2)c1 (stereo unspecified)	·	6	15	4	·	9	·	-3	0
CCc1c(C)nc(N)n2c(SCC(=O)Nc3ccccc3OC)nnc12	2	7	7	3	3	10	-3	3	9
O=C(NCc1ccccn1)Nc1cccc(Cl)c1Cl	-3	4	-3	-1	-1	-6	-1	-4	-6
COc1ccc(O)c(C(=O)c2cnn(C(=O)c3cccc(N(C)C)c3)c2)c1	·	2	21	6	·	16	·	-4	10
COc1ccccc1C(=O)OCC(=O)c1cccc([N+](=O)[O-])c1	5	1	6	7	-2	7	-2	1	0
Cc1cccc(C)c1NC(=O)CN(C)C(=O)c1ccc(N2C(=O)CCC2=O)cc1	1	-1	20	2	21	-1	-3	2	-3
CC(NC(=O)c1ccccc1)c1nc2ccccc2n1Cc1ccc(C#N)cc1 (stereo unspecified)	-6	-2	14	0	-5	11	-3	-9	-1
